# High-throughput results deposited in PubChem BioAssay by National Center for Advancing Translational Sciences (NCATS).
# GAA inh: blocks human lysosomal alpha-glucosidase. purified human GAA, 4-MU-alpha-glucoside fluorescence. 200,000 tested, 0.005% active. AID 1466. Potency, µM (titrated, usually from 76.9 µM), inactives show at the highest dose activity change, negative = inhibition, usual class: inhibitors;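 further: plate controls were uninhibited enzyme wells for no effect and no-enzyme background for full effect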
#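 Enzyme (4 nM final) mixed with compound (up to 77 uM), then 4-MU-alpha-D-pyranoside (400 uM final) added; 20 min at room temperature, pH 5.0. Reaction stopped at pH 10, fluorescence read, AC50 derived by Hill fit.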
# ALDH1A1 block: inhibitors of human aldehyde dehydrogenase 1A1; P00352; 220,000 tested, 7.3% active; Purified ALDH1A1, NADH fluorescence, propionaldehyde substrate; Potency, µM (highest dose often 75.3 µM), inactives show top-dose activity, negative = inhibition, most hits filed as inhibitors; active means well fitted inhibition curve with a large enough effect, not every such curve was filed as active; inconclusive means small, poorly fitted or top-dose-only effect, or another doubt; inactive means no such curve, though single readings can be large or run the other way;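 further: plate controls were no enzyme wells and a reference inhibitor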
# NPSR antag: antagonists of human neuropeptide S receptor cAMP signaling | Q6W5P4 | CHO-NPSR cells, cAMP TR-FRET, antagonist mode | Potency, µM (doses to about 38.3 µM), without a hit: top-dose activity change, negative = inhibition, usual class: inhibitors | 220,000 tested, 1% active | AID 1461; further: on the % scale 0 is the no-effect control and ±100 the full control effect; nearly all actives have a fitted effect of over 50% in size; many of its hits are not listed in these tables
# Target sequence (Q6W5P4 whole entry, looked up): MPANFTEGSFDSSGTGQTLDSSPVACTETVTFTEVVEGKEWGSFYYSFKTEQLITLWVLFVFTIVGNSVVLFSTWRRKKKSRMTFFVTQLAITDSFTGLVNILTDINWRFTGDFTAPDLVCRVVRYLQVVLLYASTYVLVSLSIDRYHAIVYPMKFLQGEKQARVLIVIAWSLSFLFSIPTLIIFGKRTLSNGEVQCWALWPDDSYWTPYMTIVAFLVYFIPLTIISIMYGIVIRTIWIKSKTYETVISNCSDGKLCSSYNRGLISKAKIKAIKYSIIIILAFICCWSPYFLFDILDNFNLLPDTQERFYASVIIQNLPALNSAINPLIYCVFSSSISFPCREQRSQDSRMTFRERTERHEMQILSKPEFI
# Epigenetic derep: epigenetic control regulation, reporter derepression; AID 1865; murine LDR cells, GFP reporter derepression, 30 h; Potency, µM (highest dose often 53.9 µM), inactives show at the top dose GFP activation, most hits filed as activators; 280,000 tested, 0.2% active; further: % of control where 0% means no effect; nearly all actives have a fitted effect of over 60% in size
#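 In this reporter-derepression format, murine cells bearing a silenced integrated CMV-GFP locus incubate with test compound (30 h, 37 C), then are washed and imaged; fluorescent objects of 20–120 um count as induced cells.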
# Tau fluor cs: counter-screen for tau fibril formation inhibitors. tau K18 P301L Alexa594 fluorescence, heparin fibrillization. Potency, µM (titrated, usually from 57.7 µM), without a hit: top-dose activity change, negative = decrease. 280,000 tested, 0.93% active; further: on the % scale 0 is the no-effect control and ±100 the full control effect; nearly all actives have a fitted effect of over 55% in size
#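 Human tau K18 P301L (15 uM unlabeled, 0.24 uM Alexa 594-labeled) in 100 mM sodium acetate pH 7 with 20 uM heparin, 6 hr at 37 C. ThT 30 uM added, 1 hr ambient; Alexa 594 FP and total fluorescence read at 555/632 nm.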
# aGal spleen mod: inhibits or activates alpha-galactosidase in human spleen homogenate; human spleen homogenate, 4MU-alpha-Gal fluorescence, 40 min; P06280; Potency, µM (series often up to 80 µM), inactives show at the top dose activity change, negative = inhibition, actives largely listed as inhibitors; 240,000 tested, 0.008% active;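 further: 0% = enzyme with vehicle and -100% = no enzyme basal signal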
# Target sequence (P06280 32-429 limits assumed): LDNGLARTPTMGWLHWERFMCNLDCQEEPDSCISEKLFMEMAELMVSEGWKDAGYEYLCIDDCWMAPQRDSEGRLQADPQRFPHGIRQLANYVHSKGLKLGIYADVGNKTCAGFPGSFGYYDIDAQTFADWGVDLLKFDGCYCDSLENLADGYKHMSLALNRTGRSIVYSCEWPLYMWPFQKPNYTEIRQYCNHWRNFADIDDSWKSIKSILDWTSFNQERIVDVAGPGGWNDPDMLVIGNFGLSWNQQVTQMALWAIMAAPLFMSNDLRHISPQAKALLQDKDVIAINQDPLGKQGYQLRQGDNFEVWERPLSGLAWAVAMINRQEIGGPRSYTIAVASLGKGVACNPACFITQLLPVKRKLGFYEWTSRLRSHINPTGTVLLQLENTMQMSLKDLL
#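 Human spleen homogenate (1 ug) was the enzyme source, with 4-methylumbelliferyl-alpha-D-galactopyranoside (1 mM final) in pH 5.0 citrate buffer with 0.01% Tween-20. Compounds were titrated; after 40 min at 37C, NaOH/glycine stop, 4-MU fluorescence read; AC50 from Hill fits.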
# aGlu spleen mod: inhibits or activates alpha-glucosidase in human spleen homogenate; human spleen homogenate, 4-MU-alpha-glucoside fluorescence; Potency, µM (top dose mostly 79.9 µM), inactives show at the highest dose activity change, negative = inhibition, usual class: inhibitors; 240,000 tested, 0.006% active; AID 2112;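 further: 0% = enzyme with vehicle and -100% = no enzyme basal signal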
#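 Enzyme source: human spleen homogenate, 1 ug/well. Buffer 50 mM citric acid/K phosphate pH 5.0, 0.01% Tween-20. 4-MU-alpha-glucoside 1 mM; 37 C x 40 min; NaOH/glycine stop; fluorescence.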
# GAA glycogen mod: GAA glycogen-cleavage inhibition or activation. P10253. recombinant GAA, glycogen substrate, Amplex Red glucose oxidase fluorescence. Potency, µM (series often up to 76.4 µM), for inactives: at the top dose activity change, negative = inhibition, usual class: inhibitors. 300,000 tested, 0.38% active. AID 2100;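 further: 0% = full enzyme reaction and -100% = no-enzyme basal signal; the screen sought inhibitors and activators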
#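 qHTS, 1536-well; enzyme 4 nM final; cpd up to 77 uM; substrate bovine liver glycogen 30 ug; 50 mM citrate/phosphate pH 5.0, 0.01% Tween-20; 37 C, 40 min; Amplex Red detection 45 min RT; Hill fit → AC50.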
# * hit, by the source's call; u = inconclusive; x = no result given; [ ] = another dose, or the depositor's remark. Unless noted, the call rests on the fitted dose curve; in most records, active means well fitted curve in the direction sought with a large enough effect; inconclusive means small, poorly fitted or top-dose-only effect, or another doubt; inactive means no such curve, though single readings can be large; an effect the other way counts as inactive or inconclusive. Potency means the concentration at half of the fitted maximal effect. An excerpt; the hit share may differ from the screen's.
[1] C=CCn1nc2n(c1=O)-c1ccccc1SC2
[2] Cc1nnc(SCC(=O)N(C(C)C)C(C)C)[nH]c1=O
[3] CCCC(=O)Nc1ccc(Cl)c(NC(=O)C(C)(C)C)c1
[4] CN(Cc1ccco1)c1ncnc2ccc(-c3cccnc3)cc12
[5] CC(C)(C)c1nnc(NC(=O)c2cc(-c3ccccc3)nc3ccccc23)s1
[6] CSc1ccc(NC(=O)Nc2cccn(Cc3ccccc3F)c2=O)cc1
Compound,1,2,3,4,5,6
GAA inh,x,1%,-1%,x,-1%,12%
ALDH1A1 block,x,-10%,12%,u,u,-5%
NPSR antag,-11%,25%,11%[46.1 µM],x,14%[46.1 µM],-1%
Epigenetic derep,1.4%,-0.1%,-0.7%,2.5%,1.1%,-1.1%
Tau fluor cs,-14%,-7%,1%,-2%,-17%,7%
aGal spleen mod,2%,6%,-4%,-11%,1%,3%
aGlu spleen mod,-18%,14%,3%,9%,-6%,-1%
GAA glycogen mod,5%,-9%,6%,x,-1%,7%

[7] COc1ccc2[nH]c(C)c(CCNC(=S)Nc3cc(C)ccc3C)c2c1
[8] COc1cc(CN(C(=S)NCC(=O)O)C2CCCC2)cc(OC)c1OC
[9] CCOC(=O)C(Cc1c(F)cccc1Cl)c1ccnc2nc(N)nn12 (configuration not stated)
[10] Cc1cccc(OC(=O)NCCOC(=O)N(O)c2ccc(Cl)cc2)c1
[11] O=C1CCCC2(O)C1C(c1cccc(Br)c1)NC(=O)N2Cc1ccccc1 (configuration not stated)
[12] CCC(C)(C)NC(=O)C(c1cccn1C)N(Cc1ccc(OC)cc1)C(=O)Cn1nnc2ccccc21 (configuration not stated)
Compound,7,8,9,10,11,12
GAA inh,-13%,4%,3%,-8%,4%,6%
ALDH1A1 block,3%,-4%,u,u,-3%,-3%
NPSR antag,5%,21%,3%,11%,-10%[46.1 µM],-13%[46.1 µM]
Epigenetic derep,1.3%,1.5%,-0.1%,-1.0%,1.7%,3.3%
Tau fluor cs,-21%,-1%,4%,-27%,-6%,11%
aGal spleen mod,6%,0%,-3%,6%,-1%,5%
aGlu spleen mod,2%,-8%,1%,-17%,-4%,5%
GAA glycogen mod,-6%,0%,17%,-30%,2%,-2%

[13] Cc1cc(=O)oc2cc(OCC3CC(c4ccc(Br)cc4)=NO3)ccc12 (configuration not stated)
[14] COc1cc2nc(CN(C)Cc3ccc(C(C)(C)C)cc3)[nH]c(=O)c2cc1OC
[15] CCOC(=O)Cc1csc(NC(=O)Cc2cccs2)n1
[16] COc1cc(NC(=S)NC(C)(C)C)c(OC)cc1Cl
[17] O=S1(=O)CC(O)C(N(CCO)C(=S)Nc2ccccc2)C1 (configuration not stated)
[18] CNC(=S)N(CCc1ccccc1)Cc1cc2cc(OC)c(OC)cc2[nH]c1=O
Compound,13,14,15,16,17,18
GAA inh,-5%,-8%,2%,7%,x,u
ALDH1A1 block,u,-8%,6%,u,x,u
NPSR antag,-14%[46.1 µM],-14%,-8%[46.1 µM],-12%,4%,3%
Epigenetic derep,-1.2%,-2.2%,-4.1%,0.0%,0.0%,1.5%
Tau fluor cs,-16%,-6%,-6%,-4%,3%,-18%
aGal spleen mod,-3%,1%,0%,0%,5%,-6%
aGlu spleen mod,-3%,2%,0%,1%,3%,1%
GAA glycogen mod,14%,4%,5%,-9%,-13%,-8%

# An excerpt from above in order of count of non-hydrogen atoms, highest first.
[12] CCC(C)(C)NC(=O)C(c1cccn1C)N(Cc1ccc(OC)cc1)C(=O)Cn1nnc2ccccc21 (configuration not stated)
[11] O=C1CCCC2(O)C1C(c1cccc(Br)c1)NC(=O)N2Cc1ccccc1 (configuration not stated)
[13] Cc1cc(=O)oc2cc(OCC3CC(c4ccc(Br)cc4)=NO3)ccc12 (configuration not stated)
[17] O=S1(=O)CC(O)C(N(CCO)C(=S)Nc2ccccc2)C1 (configuration not stated)
[16] COc1cc(NC(=S)NC(C)(C)C)c(OC)cc1Cl
Compound,12,11,13,17,16
GAA inh,6%,4%,-5%,x,7%
ALDH1A1 block,-3%,-3%,u,x,u
NPSR antag,-13%[46.1 µM],-10%[46.1 µM],-14%[46.1 µM],4%,-12%
Epigenetic derep,3.3%,1.7%,-1.2%,0.0%,0.0%
Tau fluor cs,11%,-6%,-16%,3%,-4%
aGal spleen mod,5%,-1%,-3%,5%,0%
aGlu spleen mod,5%,-4%,-3%,3%,1%
GAA glycogen mod,-2%,2%,14%,-13%,-9%

# Additional entries
[19] CCC(C)[C@H](NC(=O)NCc1ccc(S(N)(=O)=O)cc1)C(=O)O (some centres not stated)
[20] COc1ccc(-c2csc(N(CCc3ccc(OC)c(OC)c3)C(=O)COc3ccccc3)n2)cc1
[21] O=C(CSc1nnc(-c2ccccc2)n1Cc1ccccc1)N1CCCC1
[22] Nc1nc(Nc2cccc3ccccc23)nc(C2CCCC2=O)n1 (configuration not stated)
[23] COCCCNC(=O)CCCn1c(=O)[nH]c2ccccc2c1=O
[24] Cc1cccc(C)c1N(CC(=O)NCc1ccc(F)cc1)C(=O)c1csnn1
Compound,19,20,21,22,23,24
GAA inh,x,0%,-2%,2%,0%,6%
ALDH1A1 block,x,u,2%,1%,-7%,-4%
NPSR antag,20%,-19%[46.1 µM],-17%[46.1 µM],-9%[46.1 µM],6%[46.1 µM],-16%
Epigenetic derep,-1.6%,2.4%,1.2%,0.4%,1.1%,-2.8%
Tau fluor cs,9%,-28%,-5%,-1%,-9%,-14%
aGal spleen mod,9%,-4%,10%,-5%,u,-9%
aGlu spleen mod,1%,-6%,1%,-8%,-2%,-6%
GAA glycogen mod,5%,-8%,-5%,1%,-6%,u

[25] COC(=O)c1nnn(-c2nonc2N)c1CSc1nc2ccccc2o1
[26] Cc1ccc(C(=O)Nc2ccc(Br)c(C(F)(F)F)c2)cc1
[27] CC(C)(C)c1ccc(Oc2ccc(NC(=O)CCCC(=O)O)cn2)cc1
[28] COC(=O)c1sccc1NC(=O)c1ccc(OC)cc1OC
[29] Cc1ccc(NC(=O)Nc2cc(S(C)(=O)=O)ccc2Cl)cc1
[30] CCCCNC(=O)/C(=C\c1ccc([N+](=O)[O-])o1)NC(=O)c1ccccc1
Compound,25,26,27,28,29,30
GAA inh,9%,-32%,-5%,-9%,x,-10%
ALDH1A1 block,-14%,12%,7%,u,x,-14%
NPSR antag,-9%[46.1 µM],u,-2%,10%,-8%[7.67 µM],-7%
Epigenetic derep,6.3%,-0.9%,-0.3%,-1.3%,-1.4%,-1.2%
Tau fluor cs,-23%,u,-8%,-5%,-20%,-9%
aGal spleen mod,3%,-4%,5%,-1%,1%,-9%
aGlu spleen mod,-3%,-4%,1%,7%,-7%,x
GAA glycogen mod,2%,-8%,4%,11%,-4%,-7%

[31] CCOC(=O)N1CCN(C(=O)CSc2nnc(CNC(=O)c3ccccc3F)o2)CC1
[32] Nc1nc2c(nc(Br)n2[C@@H]2O[C@H]3COP(=O)(O)O[C@H]3[C@@H]2O)c(=O)[nH]1
[33] CCn1c(Cn2nnc(-c3ccccc3)n2)nnc1SCC(=O)Nc1ccc(C(C)=O)cc1
[34] CCOC(=O)Cc1csc(NC(=O)C2CCCCC2C(=O)O)n1 (configuration not stated)
[35] CCOc1ccccc1NC(=O)C1=C(C)NC(=O)NC1c1cccs1 (configuration not stated)
[36] CCOC(=O)C1(CC2CC2)CCN(Cc2ccc(C(=O)OC)cc2)CC1
Compound,31,32,33,34,35,36
GAA inh,0%,x,-11%,0%,-8%,8%
ALDH1A1 block,u,8%,-10%,u,11%,10%
NPSR antag,-7%[46.1 µM],x,-19%[46.1 µM],-6%[46.1 µM],1%,5%
Epigenetic derep,-2.9%,-0.4%,-2.5%,-3.0%,-1.6%,-2.7%
Tau fluor cs,-4%,-2%,-15%,-7%,8%,-4%
aGal spleen mod,4%,2%,-16%,2%,2%,-9%
aGlu spleen mod,-5%,-5%,-11%,2%,0%,-7%
GAA glycogen mod,4%,x,0%,-1%,0%,4%

# Molecules listed so far containing a furan ring, fused or not:
[4] CN(Cc1ccco1)c1ncnc2ccc(-c3cccnc3)cc12
[30] CCCCNC(=O)/C(=C\c1ccc([N+](=O)[O-])o1)NC(=O)c1ccccc1
Compound,4,30
GAA inh,x,-10%
ALDH1A1 block,u,-14%
NPSR antag,x,-7%
Epigenetic derep,2.5%,-1.2%
Tau fluor cs,-2%,-9%
aGal spleen mod,-11%,-9%
aGlu spleen mod,9%,x
GAA glycogen mod,x,-7%

# Next records:
[37] Cc1occc(=O)c1OCc1ccccc1
[38] CC1CCc2c(sc(NC(=O)C(=O)NCc3ccco3)c2C#N)C1 (configuration not stated)
[39] Nc1cnc(CNc2ccccc2Cl)cn1
[40] Cc1cc(C)cc(OCC(O)CN2CCC(CN3C(=O)c4cccc5cccc(c45)C3=O)CC2)c1 (configuration not stated)
[41] COc1ccc(C2C(C(=O)Nc3cccc(C)n3)c3ccccc3C(=O)N2C)cc1OC (configuration not stated)
[42] CC(=O)CSc1nc(N(C)C)nc(N(C)C)n1
[43] O=C(Nc1ccc(CN2CCS(=O)(=O)CC2)cc1)c1ccc(C(F)(F)F)cc1
[44] O=C(NC1CCCC1)c1sc(=S)n2c1[nH]c(=O)c1ccccc12
[45] CN(CC(=O)Nc1cccc(F)c1)C(=O)CCCc1cccs1
Compound,37,38,39,40,41,42,43,44,45
GAA inh,8%,-2%,x,u,2%,-2%,-9%,-8%,-1%
ALDH1A1 block,13%,9%,x,8%,-3%,8%,-14%,u,4%
NPSR antag,10%,-10%[46.1 µM],19%,-8%[46.1 µM],-14%[46.1 µM],16%,-7%,11%[46.1 µM],u
Epigenetic derep,-1.4%,-3.1%,-0.4%,0.1%,-1.0%,1.1%,-1.1%,0.3%,-0.9%
Tau fluor cs,-2%,-5%,9%,2%,-9%,4%,-21%,u,-7%
aGal spleen mod,3%,9%,20%,-10%,11%,2%,0%,-1%,-12%
aGlu spleen mod,7%,2%,10%,-4%,15%,4%,0%,1%,1%
GAA glycogen mod,u,2%,4%,-2%,0%,-10%,4%,1%,14%

# 2 compounds drawn at random from those above, as already listed:
[38] CC1CCc2c(sc(NC(=O)C(=O)NCc3ccco3)c2C#N)C1 (configuration not stated)
[39] Nc1cnc(CNc2ccccc2Cl)cn1
Compound,38,39
GAA inh,-2%,x
ALDH1A1 block,9%,x
NPSR antag,-10%[46.1 µM],19%
Epigenetic derep,-3.1%,-0.4%
Tau fluor cs,-5%,9%
aGal spleen mod,9%,20%
aGlu spleen mod,2%,10%
GAA glycogen mod,2%,4%
